Screening data (PubChem BioAssay)
Autophagy mod – modulators of autophagy | MEF GFP-LC3 puncta imaging; test concentration mostly 10 µM | calls only at 10 µM (by protocol) | actives 0.98% (n = 190,000) | AID 463193;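 active means percentage of spot-positive cells more than 3 SD above its plate mean, without a fluorescence outlier flag or 80% toxicity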;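 further: spot-positive cell cutoff set from DMSO-treated cells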
Insulin prom up – MIN6 insulin promoter up-regulation | MIN6 insulin promoter-GFP reporter, high-content imaging; hits give high values | z-score at 5 µM | actives 0.3% (n = 190,000);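 active means z-score above 3 at 5 µM with at least 500 cells counted in the well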
Lipid droplet – modulators of hepatic lipid droplet formation; AML12 mouse hepatocytes, oleate lipid droplets, BODIPY imaging; inhibition, % at 6.5 µM; actives 0.4% (n = 240,000); AID 1656;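 active means lipid droplet intensity inhibited by at least 50%, with more than 500 cells counted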
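Technique: fluorescence imaging, 20x objective, two fields per well / Assay system: AML12 hepatocytes (mouse) / Measure: % inhibition of lipid droplet signal / Doses: 6.5 µM single-point dosing / Incubation: overnight exposure / Reagent: 100 µM oleic acid challenge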
human PMI inhibitors – MPI inhibition at elevated mannose 6-phosphate – biochemical, fluorescence intensity, high mannose 6-phosphate, primary screen (AID 1220); actives 0.66% (n = 190,000); one-dose inhibition, % at 20 µM; IC50 in µM for titrated hits; recombinant PMI enzyme, coupled fluorescence intensity; higher % means a stronger effect
PMI inhibitors – inhibitors of human PMI, primary screen, biochemical, fluorescence intensity, coupled assay (AID 1209). actives 0.42% (n = 190,000). purified PMI enzyme, coupled fluorescence intensity; higher % means a stronger effect. one-dose inhibition, % at 20 µM; IC50 in µM for titrated hits;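 further: plate controls were DMSO vehicle for no effect and wells lacking substrate for full effect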
bCat nuc transl – alters nuclear translocation of beta-catenin in HeLa cells | immunofluorescence imaging | nuclear translocation activity, % at 5 µM | actives 0.3% (n = 190,000);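 active means nuclear translocation activity above 50% at 5 µM, with a well cell count of 50 or more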;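 further: per-cell ratio of nuclear to cytoplasmic median beta-catenin stain intensity; plate controls were DMSO negative control for no effect and GSK-3 inhibitor IX positive control for full effect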
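System: Human HeLa cells, endogenous beta-catenin | Compound dosing: 5 µM primary, 0.02–20 µM confirmation | Timing: 24 h compound exposure at 37°C, 5% CO2 | Measured by: Fluorescence imaging of beta-catenin antibody stain plus DAPI | Read-out basis: % activation of per-cell nuclear versus cytoplasmic median beta-catenin signal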
TNAP activation fold – stimulation of alkaline phosphatase TNAP activity – biochemical, luminescent, no phosphate acceptor, uHTS, primary screen (AID 1001); actives 0.03% (n = 200,000); one-dose activation fold at 20 µM; EC50 in µM for titrated hits; purified TNAP, luminescent activation assay, no phosphate acceptor; higher activation fold means a stronger effect; in the data active means activation fold from about 3, or a potency from the dose series; inactive means the rest, 99 in 100 with activation fold below about 1.6; further: many of its hits are not listed in these tables
T cell HTS – T cell immune modulators affecting CD8 T cell-vesicle binding | calls only at 7 µM | actives 0.068% (n = 330,000) | AID 2052 | 2C CD8+ T cell-vesicle binding, flow cytometry; hits give low values;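 active means response, share of CD8 T cells binding vesicles, and their 90th percentile fluorescence all below set limits, cut at about 80% in these data, passing the limit was not always enough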
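System: murine 2C transgenic CD8+ T lymphocytes; also added: QL9-loaded Drosophila micro-vesicles; times: binding 1.5 h at 37 °C; measured by: flow cytometry, PE anti-B7-1 (FL2) versus Alexa647 anti-CD8 (FL8), PFA-fixed; control set: Peptide-free naked vesicles (low) and QL9 vesicles with 0.7% DMSO vehicle (high)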
MT stabilizer – stabilizes microtubules in HeLa cells | HeLa tubulin immunostaining HCS, 24 h; share of cells brighter than vehicle mean+2SD | % tubulin-high responders, % at 10 µM | actives 0.83% (n = 200,000);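 active means plate Z-score above 3 for both tubulin-high and condensed-nucleus cell shares, with cell loss under 80%, at 10 µM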;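 further: anti alpha tubulin signal scored within the nucleus-defined area of each cell; some results filed as inactive read as strong as hits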
Insulin prom up cell count – also measured in Insulin prom up; calls as there; cell count; measured here: cytotoxicity, nuclei count;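 total cells summed across four imaged fields per well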
Lipid droplet cells 6.5 µM – also measured in Lipid droplet; calls as there; cell count; measured here: cell count, cytotoxicity flag;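 cells counted across two imaged fields per well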
bCat nuc transl cell count 5 µM – further read-out of bCat nuc transl, marked with its call; cell count; measured here: cell count, cytotoxicity flag
T cell HTS vesicle-bound % – second read-out of T cell HTS, no call of its own (marks repeat the call); double positive events, %; measured here: CD8+ vesicle-bound cell fraction;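 binding gate set so that unloaded-vesicle control wells show 10% double positive cells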
MT stabilizer Hoechst-high % – further read-out of MT stabilizer, marked with its call; % Hoechst-high responders; measured here: nuclear condensation Hoechst responders;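 share of cells brighter than vehicle mean plus two SD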
MT stabilizer cytotoxicity % – second read-out of MT stabilizer, no call of its own (marks repeat the call); toxicity, %; measured here: cytotoxicity by cell density;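 0% = mean cell density of plate MIN control wells and 100% = no cells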
Autophagy mod cell loss 18 h – recorded beside Autophagy mod, whose call it bears; toxicity, %; measured here: cell loss, nuclei count;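 cell loss after 18 h compound exposure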
Numbers without * were called inactive; i = inactive; · = not tested or not shown. Unless noted, no stated cut-off is given here; in the data, active means inhibition above about 50%; inactive means the rest. Hits appear at their usual frequency; about 2.9% have a hit in one of these screens.

structure	T cell HTS vesicle-bound %	Autophagy mod cell loss 18 h	human PMI inhibitors	MT stabilizer cytotoxicity %	Autophagy mod	bCat nuc transl cell count 5 µM	Lipid droplet cells 6.5 µM	bCat nuc transl	T cell HTS	PMI inhibitors	TNAP activation fold	Lipid droplet	MT stabilizer	MT stabilizer Hoechst-high %	Insulin prom up	Insulin prom up cell count
CC(C)=C(NC(=O)c1ccccc1)C(=O)N/N=C/c1ccc(O)cc1	40	3	-32%	1.9	i	1102	464	1.1	i	-27%	1	-8	2.4	1.2	-0.03	1323
CCOC(=O)C(=O)/C(C#N)=C/Nc1ccc(Cl)cc1	51	4	-26%	9.1	i	·	799	·	i	-13%	1.1	7	1.5	1.3	0.25	975
NS(=O)(=O)c1cc2c(cc1Cl)NC(CC1CCCC1)NS2(=O)=O (stereo not given)	51	·	·	·	·	1343	413	0.4	i	·	·	-8	·	·	-0.55	941
COCCNc1nc(-c2cc3ccccc3o2)cs1	56	10	10%	11	i	·	553	·	i	21%	1.1	-18	2.9	2.9	0.21	1326
Cc1ccc(Nc2nc(N)nc(CSC(=S)N3CCN(c4ccccc4)CC3)n2)cc1	51	-10	4%	16	i	1127	614	-2.9	i	15%	1.1	-11	2.5	2.7	-1.1	1407
CN(C)c1ccc(N=Nc2ccccc2C(=O)OCC(=O)N2CCCCCC2)cc1	35	-3	10%	4.8	i	989	633	-0.8	i	-1%	0.8	-14	7.1	3.9	-0.42	1370
Fc1ccccc1Cn1c2[n+](c3ccc(C(F)(F)F)cc31)CCCCC2	56	-6	-8%	27	i	1095	693	-1.9	i	10%	1.1	1	5.4	3.4	-2	1245
COCCN(Cc1cc2c(C)cc(C)cc2nc1Cl)C(=O)c1ccccc1F	50	-1	16%	3.3	i	1094	679	-0.6	i	6%	1.1	36	2.9	1.9	0.82	1329
Cc1ccc(S(=O)(=O)NCC2CCC(C(=O)NCc3ccccn3)CC2)cc1 (stereo not given)	55	-7	-4%	1.6	i	1195	665	-1.4	i	-5%	1.1	10	4.6	1.6	1.3	1178
Cc1cc2cccc(C)c2nc1SCC(=O)NCC1CCCO1 (stereo not given)	56	-2	4%	8.0	i	1554	701	0.2	i	3%	1.1	-16	2.7	3.5	-0.54	1607
O=C(OCCCN=C1NS(=O)(=O)c2ccccc21)c1ccccc1F	39	0	-9%	5.2	i	788	·	-2.3	i	0%	1.1	·	3.6	1.5	-0.67	1436
CCOC1OC(=O)C(Cl)=C1Nc1ccc(C)cc1 (stereo not given)	52	12	-5%	1.5	i	1084	697	-1.0	i	-15%	1.1	16	2.1	2.1	-0.06	1192
CCCc1nnc(NC(=O)c2ccc(N3C(=O)C4C5C=CC(C5)C4C3=O)cc2)s1 (stereo not given)	15	1	-3%	21	i	·	725	·	i	-8%	1.1	0	0.9	1.3	-0.57	929
O=C(O)C1CN(c2ncccc2[N+](=O)[O-])C1	56	14	26%	4.8	i	1516	623	0.4	i	4%	1	2	4.4	2.0	·	·
Cc1cccc2sc(NC(=O)CCNS(=O)(=O)c3cccc4nonc34)nc12	45	14	5%	8.0	i	1104	748	3.9	i	13%	1	14	2.0	2.1	0.64	1289
COc1ccc(-c2[nH]ncc2-c2nc(C)cs2)c(O)c1	40	31	19%	3.6	i	813	679	9.5	i	11%	1.6	1	2.4	2.1	·	·
CCOC(=O)C1(CCCc2ccccc2)CCN(C(=O)c2ccoc2)CC1	35	12	7%	6.0	i	998	735	1.3	i	10%	1	-2	3.2	2.2	0.53	1573
O=C(Nc1ccc(Cl)cc1C(=O)Nc1ccccn1)c1ccco1	55	-2	13%	2.3	i	1082	780	-1.0	i	13%	1.1	9	2.1	1.3	-1.6	1237
Cc1ccc(S(=O)(=O)N(CCC(=O)Nc2ccc(OC(F)(F)F)cc2)c2ccccc2)cc1	40	2	12%	8.7	i	851	656	3.9	i	18%	1.1	-36	2.1	3.4	0.01	1277
Cc1ccc(P(=O)(OCCN2CCOCC2)C(C)(C)C)o1 (stereo not given)	18	-2	8%	6.1	i	1176	·	-1.3	i	7%	1.1	·	2.1	2.8	0.63	1418
COc1cc(C2C(C#N)=C(N)Oc3c2c(-c2ccccc2)nn3-c2ccccc2)cc(OC)c1OC (stereo not given)	50	4	-6%	3.0	i	962	629	0.5	i	-5%	1.1	-23	3.5	3.2	-0.2	1227
CC(C)C(c1nnnn1CCc1ccccc1)N1CCSCC1 (stereo not given)	17	6	·	15	i	1451	716	-0.7	i	·	1	-3	1.3	3.1	-0.36	1498
Cc1ccccc1/C=C\c1nc2ccccc2c(=O)[nH]1	30	17	-3%	53	i	1533	702	-0.6	i	-10%	1.1	-4	26	17	-0.3	1374
COc1ccc(C)cc1NC(=O)CN1CCN(S(=O)(=O)c2ccc(Br)cc2)CC1	59	8	7%	7.6	i	1421	·	-0.8	i	20%	1	·	5.9	3.5	-0.81	1306

Two compounds from above with just Autophagy mod cell loss 18 h and bCat nuc transl cell count 5 µM.
structure,Autophagy mod cell loss 18 h,bCat nuc transl cell count 5 µM
CC(C)C(c1nnnn1CCc1ccccc1)N1CCSCC1 (stereo not given),6,1451
Cc1ccccc1/C=C\c1nc2ccccc2c(=O)[nH]1,17,1533

Later entries.
structure	T cell HTS vesicle-bound %	Autophagy mod cell loss 18 h	human PMI inhibitors	MT stabilizer cytotoxicity %	Autophagy mod	bCat nuc transl cell count 5 µM	Lipid droplet cells 6.5 µM	bCat nuc transl	T cell HTS	PMI inhibitors	TNAP activation fold	Lipid droplet	MT stabilizer	MT stabilizer Hoechst-high %	Insulin prom up	Insulin prom up cell count
N/C(=N\OC(=O)Cc1ccc([N+](=O)[O-])cc1)c1ccccn1	·	5	8%	5.0	i	1097	695	2.7	·	-5%	1	-18	2.9	1.0	0.25	1232
COc1ccc(C(=O)/C=C/c2ccc(OC)c(COc3ccc(F)cc3)c2)cc1	32	3	16%	4.4	i	1440	·	3.1	i	15%	1	·	2.6	1.3	0	1220
O=C(NCc1ccccn1)c1cc2cc(Br)ccc2oc1=O	35	1	4%	4.8	i	1229	785	1.7	i	0%	1.1	-17	2.4	1.5	-0.33	1184
CCN(CC)c1nc(Oc2ccc(=O)[nH]n2)nc(N2CCOCC2)n1	32	-10	2%	12	i	556	716	-5.6	i	1%	1.1	4	2.4	2.0	0.72	1268
O=C(CSc1ccc(-c2ccccn2)nn1)NC1CCCC1	51	-3	-18%	1.6	i	1068	697	-0.5	i	-12%	1	12	1.2	0.3	0.07	1174
COc1ccc(C(=O)Nc2ccc(/C(C)=N/NC(=O)c3ccccc3O)cc2)cc1OC	38	5	-8%	12	i	503	669	-3.7	i	-12%	1.1	32	4.0	2.2	-0.03	1296
Cc1ccccc1/C=N/NC(=O)Cn1nnc(N)n1	25	7	5%	4.7	i	565	614	-2.0	i	10%	1.1	4	2.4	2.9	0.03	1326
C=CC[n+]1ccn(-c2nc3ccccc3nc2[N-]S(=O)(=O)c2cccs2)c1	27	·	·	·	·	1338	646	-0.1	i	·	·	31	·	·	0.14	1093
COC(=O)c1ccc(-n2nnnc2SCC(=O)Nc2ccccc2C(=O)OC)cc1	·	-17	10%	3.6	i	1082	652	-2.7	·	4%	1	-3	3.1	2.2	0.35	1801
O=C(O)C1=C[C@@H](c2coc3ccccc3c2=O)C[C@@H](OCc2ccc(CO)cc2)O1	12	4	9%	1.1	i	1144	720	-2.1	i	12%	1.1	-2	1.4	1.8	0.77	1427
Cc1[nH]c(=S)[nH]c(=O)c1CCC1OCCO1	34	·	·	·	·	1214	643	1.0	i	·	·	3	·	·	0.61	996
CCCCOC(=O)n1c(SCC(=O)N(CC)CC)nc2ccccc21	13	-3	11%	6.2	i	·	712	·	i	13%	1.1	0	2.7	2.0	-0.62	1201
CC1=C(C(=O)Nc2ccccc2)C(c2ccc(C)o2)n2c(s/c(=C\c3ccco3)c2=O)=N1 (stereo not given)	·	0	13%	4.1	i	1249	784	-5.5	·	25%	0.9	-7	2.9	2.0	-0.99	1228
COc1cc(NC(=O)CSc2nnc(-c3ccncc3)n2C2CCCCC2)ccc1NC(=O)c1ccco1	25	39	8%	6.8	i	·	848	·	i	4%	0.7	8	3.2	1.6	-0.33	853
Cc1ccc(CC(=O)NCc2ccc(F)cc2)cc1	59	30	10%	23*	i	748	664	13	i	13%	1	-24	25*	34*	-0.12	1576
CC1(C)Cc2c(sc3c2C(=O)N(c2ccccc2)C2=NCCCN23)CO1	44	4	-4%	8.5	i	1173	·	-0.2	i	-5%	1.1	·	3.9	4.3	·	·
CC1Oc2ccccc2N(CC(=O)c2ccc(F)cc2)C1=O (stereo not given)	35	18	-12%	9.7	i	1100	704	2.6	i	-13%	1	-6	3.3	2.0	0.52	1278
O=C(NNC1=Nc2ccccc2SC1)c1cccc([N+](=O)[O-])c1	27	·	·	·	·	1293	697	0.1	i	·	·	-3	·	·	-0.33	1021
COc1cc(C2SC(C)C(=O)N2CCc2ccccc2)cc(OC)c1OC (stereo not given)	47	21	-11%	0.4	i	·	674	·	i	-7%	1	2	3.9	2.0	-0.11	1222
CCO[C@H]1OC(C(=O)NCc2nc3ccccc3[nH]2)=C[C@@H](c2ccc(C(F)(F)F)cc2)[C@@H]1CCCO	36	1	9%	0.4	i	1068	766	-1.4	i	18%	1.1	-2	0.9	0.5	-1.3	1250
CCOc1cc(/C=N/Nc2nc(-c3cccs3)c(NC(C)=O)s2)ccc1O	1	·	·	·	·	1299	725	-0.5	i	·	·	0	·	·	0.24	1021
